Bioassay records deposited in PubChem BioAssay by National Center for Advancing Translational Sciences (NCATS).
Menin MLL FP TR = qHTS Assay for Inhibitors Targeting the Menin-MLL Interaction in MLL Related Leukemias: Competition With Texas Red Labeled MLL-derived Mutant Peptide. O00255. Menin + Texas Red MLL mutant peptide, fluorescence polarization. Potency, µM (titrated, usually from 61.6 µM), inactives show at the top dose FP activity change, negative = inhibition, most hits filed as inhibitors. 0.23% of 270,000 active; active means well fitted inhibition curve with a large enough effect in the polarisation, with a control signal flat, not every such curve was filed as active; inconclusive means small, poorly fitted or top-dose-only effect, or effect the other way, or a change in a side signal; inactive means no such curve, though single readings can be large or run the other way; the % refers to the polarisation; further: potency means the concentration at half of the fitted maximal effect; % of control where 0% means no effect; many of its hits are not listed in these tables
Gal4-VP16 FLuc = VP16 counterscreen qHTS for inhibitors of ROR gamma transcriptional activity | Drosophila S2 Gal4-VP16 UAS-luciferase, luminescence, 20 h | 3.5% of 310,000 active | AID 2546, 2010 | Potency, µM (series often up to 53.6 µM), for the others: at the highest dose activity, negative = inhibition, actives largely listed as inhibitors;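 further: Gal4-VP16 expression switched on by copper sulfate through the metallothionein promoter; potency means the concentration at half of the fitted maximal effect; on the % scale 0 is the no-effect control and ±100 the full control effect; nearly all actives have a fitted effect of over 50% in size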
FLuc modulator = qHTS profiling assay for firefly luciferase inhibitor/activator using purifed enzyme and Km concentrations of substrates (counterscreen for miR-21 project). Potency, µM (series often up to 57.5 µM), for inactives: at the top dose activity change, negative = inhibition, actives largely listed as inhibitors. purified FLuc, Km substrates, luminescence inhibition. 6.9% of 360,000 active;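 further: potency means the concentration at half of the fitted maximal effect; plate controls were vehicle for no effect and reference inhibitor for full effect; nearly all actives have a fitted effect of over 55% in size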
Target sequence (P08659 whole entry, looked up): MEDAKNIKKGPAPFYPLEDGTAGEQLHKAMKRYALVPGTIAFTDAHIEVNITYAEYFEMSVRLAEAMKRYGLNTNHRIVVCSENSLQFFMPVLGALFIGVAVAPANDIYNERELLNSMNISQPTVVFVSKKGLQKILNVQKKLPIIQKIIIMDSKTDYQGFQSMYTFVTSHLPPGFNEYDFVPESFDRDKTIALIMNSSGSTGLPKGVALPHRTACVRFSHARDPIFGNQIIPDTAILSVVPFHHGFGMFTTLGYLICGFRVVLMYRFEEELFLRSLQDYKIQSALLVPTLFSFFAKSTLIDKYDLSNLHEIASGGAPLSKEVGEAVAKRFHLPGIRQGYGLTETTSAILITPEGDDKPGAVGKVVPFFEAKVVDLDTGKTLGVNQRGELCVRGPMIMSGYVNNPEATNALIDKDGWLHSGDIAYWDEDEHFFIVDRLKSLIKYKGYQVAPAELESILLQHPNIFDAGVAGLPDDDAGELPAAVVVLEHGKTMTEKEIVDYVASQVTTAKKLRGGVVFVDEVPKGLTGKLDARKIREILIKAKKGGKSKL
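Purified P. pyralis luciferase (10nM final) with 10uM D-luciferin and 10uM ATP (Km levels) in 50mM Tris acetate pH 7.5, 10mM Mg acetate, 0.01% Tween-20, 0.05% BSA; qHTS 6-point titration, ~60 µM downward; luminescence read.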
BRCA1 expr up = qHTS Assay to Identify Small Molecule Activators of BRCA1 Expression; MCF7-BRCA1-FFLuc reporter, luminescence, 48 h; response scale: scaled: vehicle 0%, 10 µM genistein 100%; Potency, µM (highest dose often 46.1 µM), inactives show at the top dose activation, hits mostly activators; 1.1% of 380,000 active; further: potency means the concentration at half of the fitted maximal effect; nearly all actives have a fitted effect of over 80% in size; some results filed as inactive show a strong effect at the top dose
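Cells: MCF7-BRCA1-FFLuc, 2000/well. Exposure: 48 h, 37 °C, 5% CO2. Read: luminescence, 15 min post-substrate. Controls: genistein 10 microM (maximal activation), DMSO (neutral).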
RORg inh = qHTS for inhibitors of ROR gamma transcriptional activity; Nuclear receptor ROR-gamma (Mus musculus), P51450; Drosophila S2 Gal4-RORgamma UAS-luciferase reporter, 20 h; AID 2551, 2010; 5.4% of 310,000 active; Potency, µM (top dose mostly 53.6 µM), inactives show top-dose activity change, negative = inhibition, hits mostly inhibitors; further: potency means the concentration at half of the fitted maximal effect; on the % scale 0 is the no-effect control and ±100 the full control effect; nearly all actives have a fitted effect of over 60% in size
Target sequence (P51450 whole entry, looked up, the tested form may be a part): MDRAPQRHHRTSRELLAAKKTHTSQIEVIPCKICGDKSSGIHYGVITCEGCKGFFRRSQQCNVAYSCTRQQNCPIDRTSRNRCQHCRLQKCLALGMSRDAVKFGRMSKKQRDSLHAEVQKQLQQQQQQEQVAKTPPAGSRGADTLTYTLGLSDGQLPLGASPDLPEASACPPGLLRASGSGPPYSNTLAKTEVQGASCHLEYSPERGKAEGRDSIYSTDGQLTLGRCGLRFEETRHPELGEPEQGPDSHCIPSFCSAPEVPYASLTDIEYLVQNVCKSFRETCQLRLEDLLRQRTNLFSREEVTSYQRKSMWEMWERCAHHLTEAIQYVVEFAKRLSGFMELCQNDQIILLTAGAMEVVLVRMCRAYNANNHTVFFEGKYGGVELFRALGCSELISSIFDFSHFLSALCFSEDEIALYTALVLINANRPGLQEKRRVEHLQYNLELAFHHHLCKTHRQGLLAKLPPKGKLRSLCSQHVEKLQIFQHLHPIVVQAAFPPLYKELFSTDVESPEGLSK
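In this cell-based reporter format, copper sulfate (700 uM final) drives Gal4–ROR gamma fusion expression from a metallothionein promoter in Drosophila Schneider cells; compounds preincubated 1 hr, reporter read after 20 hr at ambient temperature.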
NPC1 promoter act = qHTS Assay for NPC1 Promoter Activators; Huh7 NPC1 promoter luciferase reporter, 24 h; Potency, µM (highest dose often 9.22 µM), without a hit: top-dose activation, usual class: activators; 2.4% of 320,000 active;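 further: potency means the concentration at half of the fitted maximal effect; % of control where 0% means no effect; nearly all actives have a fitted effect of over 60% in size; reporter is driven by a mutant NPC1 promoter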
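Huh7 cells stably carrying NPC1 promoter–luciferase, plated in Opti-MEM with 10% FBS for 2 h, were exposed to compound in DMSO for 24 h at 37 °C; luciferase reagent was added for 10 min and luminescence read.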
p53 reactivation = qHTS assay for re-activators of p53 using a Luc reporter; H1299 p53-A138V BP100-luciferase reporter, luminescence, 24 h; Potency, µM (highest dose often 92.2 µM), for inactives: top-dose activity change, positive = activation, most hits filed as activators; 0.063% of 320,000 active; further: potency means the concentration at half of the fitted maximal effect; % of control where 0% means no effect; nearly all actives have a fitted effect of over 45% in size
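p53-null H1299 cells stably carrying temperature-sensitive p53-A138V and a BP100-luciferase reporter were pinned with compounds (4-point, 1:5 series) and held 24 hrs at 37 deg C. Luminescence was read 10 min after detection reagent.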
Giardia killer = Small Molecules that selectively kill Giardia lamblia: qHTS | Giardia lamblia trophozoite viability | activity change, % at 7.66 µM, hits read low | 0.15% of 340,000 active | AID 540267, 2011; in the data active means activity change below about -80%; inconclusive means between about -30% and that limit;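 further: parasites exposed to compound for two days anaerobically before the ATP read; on the % scale 0 is the no-effect control and ±100 the full control effect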
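Giardia trophozoites, 100 cells per well, were exposed to compounds for 48 hrs at 37 deg C under anaerobic conditions; viability was then read as ATP content by bioluminescence after 15-30 min at room temperature.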
PKM2 activator = qHTS Assay for Activators of Human Muscle isoform 2 Pyruvate Kinase; Pyruvate kinase PKM (Homo sapiens), P14618; purified PKM2, Kinase-Glo ATP luminescence, activation; response scale: 0% is enzyme alone, no compound; Potency, µM (doses to about 57.5 µM), inactives show top-dose activation, actives largely listed as activators; 0.34% of 260,000 active; further: potency means the concentration at half of the fitted maximal effect; on the % scale 0 is the no-effect control and ±100 the full control effect; nearly all actives have a fitted effect of over 55% in size
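ATP formation by purified human PK-M2, quantified via coupled luciferase luminescence after 1 h at room temperature with 0.1 mM ADP and 0.5 mM PEP final.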
Rab9 prom act = qHTS Assay for Rab9 Promoter Activators; Huh7 Rab9 promoter-luciferase reporter, luminescence, 24 h; Potency, µM (titrated, usually from 9.22 µM), for the others: at the highest dose activation, negative = inhibition, usual class: activators; 2.8% of 320,000 active; AID 485297, 2010; further: potency means the concentration at half of the fitted maximal effect; % of control where 0% means no effect; nearly all actives have a fitted effect of over 60% in size
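Promoter activation is measured as luciferase luminescence in Huh7 cells stably transfected with a Rab9 promoter–luciferase construct, following 24 h compound exposure at 37 °C and 10 min reagent incubation at ambient temperature.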
ELG1 genotoxic = qHTS screen for small molecules that induce genotoxicity in human embryonic kidney (HEK293T) cells expressing luciferase-tagged ELG1; HEK293T ELG1-luciferase reporter, luminescence, 16 h; Potency, µM (top dose mostly 46 µM), for the others: top-dose activity change, positive = activation, hits mostly activators; 1.3% of 330,000 active; AID 504466, 2011; further: potency means the concentration at half of the fitted maximal effect; % of control where 0% means no effect; nearly all actives have a fitted effect of over 60% in size
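Luminescence read-out: rising ELG1-luciferase signal, reflecting elevated ELG1 protein under genetic stress, flags genotoxic compounds. Cells were treated for 16 hr at 37 °C before ONE-Glo detection.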
Numbers without * were called inactive; ? = inconclusive; · = no result given; [ ] = remark or other dose. Unless noted, the call rests on the fitted dose curve; in most records, active means well fitted curve in the direction sought with a large enough effect; inconclusive means small, poorly fitted or top-dose-only effect, or another doubt; inactive means no such curve, though single readings can be large; an effect the other way counts as inactive or inconclusive. Some of the compounds tested (hit frequency here may not be typical).

SMILES | Menin MLL FP TR | Gal4-VP16 FLuc | FLuc modulator | BRCA1 expr up | RORg inh | NPC1 promoter act | p53 reactivation | Giardia killer | PKM2 activator | Rab9 prom act | ELG1 genotoxic
O=C(Cc1ccc(Br)c2ccccc12)N/N=C/c1ccccn1 | -1% | -19% | -17% | -55% | 7.9µM* | 0% | 2% | 9 | 1% | 0% | -6%
COc1cc(S(=O)(=O)NCCc2ccc3c(c2)OCO3)ccc1-n1cnnn1 | 6% | -9% | -1% | -1% | 29% | 2% | 5% | 3 | 0% | 2% | -1%
COc1cc2nc(Nc3ccc(C)c(C)c3)nc(N)c2cc1OC | 9% | -8% | ? | -2% | 3% | 0% | 18% | 57[activator] | · | -12% | 13%
COc1cccc2cc(C(=O)N3CCc4ccccc4C3)c(=O)oc12 | -4% | 13% | 17µM* | 29% | 27% | 0% | ? | -3 | 0% | 6% | ?
CSc1ccc(S(=O)(=O)Nc2c(C)n(C)n(-c3ccccc3)c2=O)cc1 | ? | -9% | 3% | -6% | -13% | 0% | -3% | -15 | -3% | 0% | 3%
O=c1c2ccccc2nc2c3ccccc3c(Cl)nn12 | ? | 3% | -1% | · | ? | -8% | 2% | · | -2% | 16% | 3%
O=C(Nc1ccccn1)c1cc(-c2ccc(Cl)s2)nc2ccccc12 | · | · | ? | -11% | · | 2% | 0% | ? | · | -2% | -3%
O=C(CCN1CCOCC1)c1ccc(Br)cc1 | 4% | 13µM* | -12% | -47% | ? | -3% | -14% | 2 | -4% | -1% | 0%
O=C(CSc1ncnc2c1cnn2-c1ccc(Cl)cc1)NCc1ccc2c(c1)OCO2 | 3% | -4% | -2% | -25% | -9% | 3% | 11% | -3 | -18% | -3% | -4%
CN(Cc1ccc(F)cc1)S(=O)(=O)c1nnc(NC(=O)c2ccccc2)s1 | 27% | -12% | 4% | 7% | 4% | -3% | 8% | -14 | · | -2% | -6%
O=C(CSc1nnc2c(n1)[nH]c1ccc(F)cc12)NCc1ccc(F)cc1 | ? | -1% | 0% | 4% | ? | -2% | 3% | -17 | 0% | -1% | 4%
O=[N+]([O-])c1ccccc1CNC(Cc1ccccc1)c1ccccc1 (configuration not stated) | -9% | 3% | 2% | 15% | -7% | 0% | 3% | -1 | -4% | -2% | 1%

Of the compounds above, 3 contain an aryl thioether with sulfur outside any ring.
SMILES | Menin MLL FP TR | Gal4-VP16 FLuc | FLuc modulator | BRCA1 expr up | RORg inh | NPC1 promoter act | p53 reactivation | Giardia killer | PKM2 activator | Rab9 prom act | ELG1 genotoxic
CSc1ccc(S(=O)(=O)Nc2c(C)n(C)n(-c3ccccc3)c2=O)cc1 | ? | -9% | 3% | -6% | -13% | 0% | -3% | -15 | -3% | 0% | 3%
O=C(CSc1ncnc2c1cnn2-c1ccc(Cl)cc1)NCc1ccc2c(c1)OCO2 | 3% | -4% | -2% | -25% | -9% | 3% | 11% | -3 | -18% | -3% | -4%
O=C(CSc1nnc2c(n1)[nH]c1ccc(F)cc12)NCc1ccc(F)cc1 | ? | -1% | 0% | 4% | ? | -2% | 3% | -17 | 0% | -1% | 4%

A different layout for 3 compounds above:
The line under a structure holds: Menin MLL FP TR, Gal4-VP16 FLuc, FLuc modulator, BRCA1 expr up, RORg inh, NPC1 promoter act, p53 reactivation, Giardia killer, PKM2 activator, Rab9 prom act, ELG1 genotoxic
> O=C(CCN1CCOCC1)c1ccc(Br)cc1
    4%, 13µM*, -12%, -47%, ?, -3%, -14%, 2, -4%, -1%, 0%
> O=C(CSc1ncnc2c1cnn2-c1ccc(Cl)cc1)NCc1ccc2c(c1)OCO2
    3%, -4%, -2%, -25%, -9%, 3%, 11%, -3, -18%, -3%, -4%
> CN(Cc1ccc(F)cc1)S(=O)(=O)c1nnc(NC(=O)c2ccccc2)s1
    27%, -12%, 4%, 7%, 4%, -3%, 8%, -14, ·, -2%, -6%

Further entries.
SMILES | Menin MLL FP TR | Gal4-VP16 FLuc | FLuc modulator | BRCA1 expr up | RORg inh | NPC1 promoter act | p53 reactivation | Giardia killer | PKM2 activator | Rab9 prom act | ELG1 genotoxic
O=C(CN1CCC(NC(=O)Nc2ccccc2-c2ccccc2)CC1)NCc1ccco1 | 3% | 6% | -1% | 2% | 24% | 1% | ? | -6 | -1% | -7% | 1%
COc1cc(/C=N/Nc2ccccc2)ccc1OC(=O)c1cccs1 | 11% | -10% | 21µM* | -15% | 10% | 5% | ? | 4 | -14% | 15% | ?
CC(C)(C)NC(=O)CN(CCN1CCOCC1)C(=O)CNS(=O)(=O)c1ccccc1 | 10% | -5% | 2% | -10% | -41% | -7% | 5% | -14 | 1% | -3% | -5%
O=C(Nc1ccccc1N1CCN(C(=O)c2ccccc2)CC1)c1ccc2c(c1)OCO2 | 3% | 0% | 7% | -17% | -9% | -4% | -16% | -1 | 3% | -8% | -1%
Cc1ccc(S(=O)(=O)C2(C(=O)N(C)C3CCCCC3)CC2)cc1 | 2% | -16% | 1% | -2% | 8% | 3% | 3% | 26 | 0% | 4% | 1%
Cc1ccc(S(=O)(=O)/N=C(/Nc2cccc(O)c2)c2ccccc2)cc1 | -3% | -23% | 5% | -9% | ? | -3% | -8% | -13 | · | -5% | -13%
Nc1ncnc2c1nc(SCCO)n2Cc1ccccc1 | 0% | -19% | -4% | 4% | -2% | -4% | -5% | -9 | -6% | 1% | -10%
CCOC(=O)c1[nH]c(C)c(C(=O)NC2CCN(C(=O)OCC)CC2)c1C | 3% | -9% | -12% | -22% | 15% | 4% | -10% | 11 | -12% | -3% | -5%
c1ccc(CNc2ncnc3sccc23)cc1 | 13% | 18µM* | 3% | -16% | -12% | -13% | -10% | 6 | 5%[0.46 µM] | -25% | -5%
CCCCN1C(C(=O)Nc2cc(C)on2)=C(O)c2ccccc2S1(=O)=O | -4% | 7% | -1% | 0% | 2% | -2% | 0% | 7 | · | 0% | -1%
COc1ccc(NC(=S)N/N=C2\CC(C)(C)Oc3ccc(OC)cc32)cc1 | 5% | 2µM* | -1% | -72% | 1.4µM* | -7% | 0% | -14 | -4% | -1% | 3%
CCN(CC)C(=O)CSc1nnc(-c2ccc(S(=O)(=O)N3CCOCC3)cc2)n1C | · | -5% | 0% | -2% | -3% | -1% | -3% | ? | · | 5% | -2%
CCc1ccc2[nH]c(=O)c(CN(CCN3CCCC3)C(=O)NC3CCCCC3)cc2c1 | 1% | ? | 0% | -8% | -11% | -1% | ? | 3 | 3% | 1% | 3%
COc1ccc(C(=O)NC(=S)N(CCC(C)C)c2c(N)n(Cc3ccccc3)c(=O)[nH]c2=O)cc1 | -5% | ? | 1% | -5% | ? | -1% | 8% | 20 | -14% | 8% | 1%
O=C(c1cccs1)N(Cc1ccco1)C1CCS(=O)(=O)C1 (configuration not stated) | 11% | -6% | 2% | 2% | -18% | 17% | -3% | -12 | -7% | 18% | -7%
Cc1ccc(-c2csc3ncn(CC(=O)O)c(=O)c23)cc1C | 2% | 1% | 3% | 7% | -2% | 1% | ? | 3 | -2% | 3% | 3%
Cc1cc(C)c(S(=O)(=O)NCc2cccnc2)c(C)c1 | 1% | -28% | 8% | 6% | -10% | -2% | 1% | -6 | · | 11% | -3%
Cc1onc(-c2ccccc2Cl)c1C(=O)NNC(=O)c1ccccc1F | -11% | -1% | -3% | -14% | -3% | -1% | -2% | 25 | · | 0% | 5%
O=C(Nc1ccccc1N1CCCCC1)c1ccc(-c2cccc(Cl)c2)o1 | -12% | -10% | -11% | -62% | -4% | 3% | ? | 3 | 7% | -2% | 4%
COc1cc(-c2nnc(-c3ccccc3)o2)cc(OC)c1OC | -11% | -12% | -20% | 3% | ? | -2% | 13% | -12 | -7% | -1% | -2%
COc1cc(CN2CCNC(=O)C2CC(=O)NCCc2ncccc2C)cc(OC)c1 (configuration not stated) | ? | -12% | -2% | -17% | 37% | -2% | 3% | -1 | 5% | 12% | 3%
Cc1ccc2nc(SCC(=O)N3CCN(c4ccccc4)CC3)[nH]c2c1 | · | 6% | -11% | -6% | 10% | 1% | -6% | 10 | 9% | -3% | -8%
CC1(C)C(=O)OC(/C=C/c2cccc([N+](=O)[O-])c2)C(C)(C)C1=O (configuration not stated) | · | -14% | 0% | 0% | 5% | 3% | 1% | 4 | -6% | 1% | -2%
